FUS suppressor: suppressors of FUS proteinopathy in yeast | 0.24% of 390,000 active | S. cerevisiae FUS-expressing, growth rescue, OD600, 24 h | Potency, µM (highest dose often 76.6 µM), inactives show at the highest dose growth rescue (activation), usual class: activators;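 also: potency is read from the fitted curve at half-maximal effect; plate controls were DMSO vehicle for no effect and reference control for full effect; nearly all actives have a fitted effect of over 55% in size; some results filed as inactive show a strong effect at the top dose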
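Yeast expressing FUS under galactose induction, OD 0.005 in 2% galactose medium; compounds in a dilution series, 24 h at 30C. Growth rescue by absorbance at 600 nm; CP55940 positive control, DMSO negative.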
EPAC2 antagonist: EPAC2 (human) antagonism. 0.18% of 360,000 active. AID 720708. Potency, µM (doses to about 114 µM), for the others: at the top dose activity, negative = inhibition, usual class: inhibitors. Q8WZA2. EPAC2 GEF exchange of Rap1B-BODIPY-GDP, fluorescence; also: potency is read from the fitted curve at half-maximal effect; % is scaled to controls: 0 for no effect and ±100 for the full control effect; nearly all actives have a fitted effect of over 45% in size; many of its hits are not listed in these tables
aSyn yeast inh: rescues yeast growth from alpha-synuclein toxicity | AID 652106 | Potency, µM (doses to about 46.1 µM), for inactives: at the top dose growth rescue (activation), hits mostly activators | Yeast expressing alpha-synuclein, growth rescue, BacTiter-Glo, 24 h | 0.14% of 370,000 active; also: potency is read from the fitted curve at half-maximal effect; % of control where 0% means no effect; nearly all actives have a fitted effect of over 65% in size
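Galactose-induced alpha-syn yeast (OD600=0.02, raffinose-pregrown) + pinned cpd, 24 hr, 30 deg C; growth by BacTiter-Glo luminescence. Growth restoration scores as activation.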
DRD3 agonist: activates the human D3 dopamine receptor | D3R DiscoveRx beta-arrestin cells, luminescence, 90 min | max activation, % | 0.58% of 410,000 active | AID 652048; in the data active = max activation above about 30%; also: 0% is about no effect; mostly tested at two doses, the higher about 12 µM
Target sequence (P35462 whole entry, looked up): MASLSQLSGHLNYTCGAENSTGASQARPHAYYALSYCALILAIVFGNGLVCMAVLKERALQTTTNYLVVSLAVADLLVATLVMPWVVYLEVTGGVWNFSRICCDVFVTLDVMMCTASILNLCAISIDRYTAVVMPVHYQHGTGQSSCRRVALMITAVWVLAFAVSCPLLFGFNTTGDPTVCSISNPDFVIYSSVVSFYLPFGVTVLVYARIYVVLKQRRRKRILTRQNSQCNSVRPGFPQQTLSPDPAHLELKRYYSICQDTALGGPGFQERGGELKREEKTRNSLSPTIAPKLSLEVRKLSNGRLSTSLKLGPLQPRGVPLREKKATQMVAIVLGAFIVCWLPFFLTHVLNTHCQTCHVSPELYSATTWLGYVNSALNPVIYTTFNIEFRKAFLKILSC
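Agonist-mode cell screen: cells plated at 1500/well and incubated overnight at 37 °C, then exposed to library compounds for 90 min at 37 °C. Detection reagent was added for 30–60 min at room temperature, and luminescence was read.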
DRD3 antagonist: antagonists of human D3 dopamine receptor | D3R cells, DiscoveRx beta-arrestin luminescence, antagonist mode; stronger effect = lower value | 2.5% of 360,000 active | max response, negative = inhibition, % | P35462; in the data active = max response below about -50%; inconclusive = no clear call, values can overlap the other calls; also: % is scaled to controls: 0 for no effect and ±100 for the full control effect; mostly tested at two doses, the higher about 12 µM
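Cells plated overnight at 1500 cells/well, then exposed to library compounds with dopamine controls for 90 minutes at 37 degrees C. DiscoveRx reagent added for 30–60 minutes at room temperature; luminescence read, quantitative HTS format.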
Abeta yeast res: compounds reversing amyloid beta toxicity in yeast; 0.063% of 410,000 active; yeast expressing A-beta42, growth rescue, OD600, 48 h; response scale: 0% DMSO, 100% iron-clioquinol control; Potency, µM (top dose mostly 46.1 µM), for the others: at the highest dose growth rescue, most hits filed as activators; AID 1347071; also: potency is read from the fitted curve at half-maximal effect; nearly all actives have a fitted effect of over 55% in size
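Yeast A-beta toxicity model in growth medium with pinned compounds, 48 h at 30 C; growth read as absorbance at 600 nm. Normalized to FeCl3/clioquinol equimolar mix (positive) and DMSO (negative).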
EPAC2 ag: EPAC2 (human) agonism; Q8WZA2; EPAC2 activation, biochemical qHTS; response scale: 100% = 6.5 mM cAMP response; Potency, µM (highest dose often 154 µM), without a hit: at the top dose activation, usual class: activators; 0.079% of 360,000 active; also: potency is read from the fitted curve at half-maximal effect; nearly all actives have a fitted effect of over 50% in size
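Nucleotide exchange monitored as fluorescence drop when BODIPY-GDP leaves Rap1B. Reaction: 100 nM EPAC2, 250 nM RAP1B-BODIPY-GDP, 50 uM GDP, room temperature, kinetic read over 30 min. Activity expressed relative to 6.5 mM cAMP.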
TDP43 rescue: rescues yeast growth from TDP-43 toxicity | TDP-43 expressing yeast growth rescue, BacTiter-Glo, 24 h | Potency, µM (series often up to 46.1 µM), for inactives: at the highest dose growth rescue (activation), usual class: activators | 1.8% of 410,000 active; also: potency is read from the fitted curve at half-maximal effect; % of control where 0% means no effect; nearly all actives have a fitted effect of over 50% in size
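Galactose-induced TDP-43 yeast, OD600=0.02, compound pinned; 24 hr, 30 deg C; BacTiter-Glo luminescence for growth. Inhibitors of TDP-43 toxicity read as activators.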
An asterisk follows results filed as active; ? = inconclusive; . = no result given; [ ] = remark or other dose. Unless noted, calls follow the shape of the dose curve; as a rule, active = well fitted curve in the direction sought with a large enough effect; inconclusive = small, poorly fitted or top-dose-only effect, or another doubt; inactive = no such curve, though single readings can be large; an effect the other way counts as inactive or inconclusive. An excerpt; the hit share may differ from the screen's.

SMILES | FUS suppressor | EPAC2 antagonist | aSyn yeast inh | DRD3 agonist | DRD3 antagonist | Abeta yeast res | EPAC2 ag | TDP43 rescue
Cc1ccc2[nH]c(=O)c3cc(C(=O)NCCCN4CCC(C)CC4)sc3c2c1 | -5.2% | . | . | -16.1 | . | -4.3% | . | 9.7%
COc1cccc(NC(=O)CN(C)C(C)C(=O)Nc2ccc(C(C)=O)cc2)c1 (stereo unspecified) | -18.2% | 2.0% | -3.8% | -7.8 | -3.9 | 15.1% | 9.8% | 17.5%
COc1ccc(C(=O)N=c2sc3ccccc3n2C)cc1 | 0.7% | 3.7% | -12.9% | 1.6 | -1.6 | -6.7% | 7.8% | 5.3%[9.22 µM]
O=C(NNS(=O)(=O)c1ccc(C(=O)NC2CCCC2)cc1)c1ccncc1 | -4.9% | 0.2% | 3.4% | 5.1 | -17.6 | -2.5% | 8.3% | 0.1%
Cc1ccc(C(=O)Nc2cccc(NC(=O)c3cccs3)c2)c(C)c1 | -0.2% | -18.8% | 4.8% | 5.3 | 17.1 | 14.3% | 3.8% | 24.2%
ClCC1=Nc2ccccc2Cc2ccccc21 | 9.8% | 3.0% | -0.6% | 5.7 | -12.0 | -4.5% | 13.6% | 23.5%
CCC(=O)N1c2ccccc2CC1C(=O)NCCN1CCN(c2cccc(C(F)(F)F)c2)CC1 (stereo unspecified) | -11.0% | . | . | 10.7 | . | -4.7% | . | 2.7%
CCCSCCCNC(=O)c1ccc2c(c1)sc1nc(-c3ccc(OCC)cc3)cn12 | -15.3% | . | . | 14.5 | . | -1.9% | . | 18.2%[9.22 µM]
O=S(=O)([N-]c1nc2ccccc2nc1-[n+]1ccccc1)c1ccc(F)cc1 | 5.4% | -2.1% | 3.7% | 4.1 | 7.6 | -14.1% | 6.2% | -24.3%
COc1ccccc1C(=O)n1nc(-c2ccccc2)nc1NCc1ccc(Cl)cc1 | -21.3% | . | -0.8% | -15.4 | . | 1.6% | . | 15.6%
N/C(=N\OC(=O)c1ccc(=O)n(Cc2ccccc2)c1)c1ccccn1 | -9.4% | 9.5% | -9.6% | 4.7 | -22.3 | -30.8% | 10.5% | 9.8%
Cc1cc(NC(=O)OC(C)(C)C)c(-n2nnnc2C(C(=O)c2ccccc2)N2CCOCC2)cc1C (stereo unspecified) | 9.3% | -19.0% | -0.7% | -10.1 | -18.8 | -2.7% | 1.9% | 26.2%
CNC(=O)OCc1ncn(-c2ccccc2)c1COC(=O)NC | -21.0% | 2.1% | ? | 10.7 | 11.3 | -3.8% | 4.8% | 23.0%
CC1(C)CC(=O)C=C(c2ccc(COC(=O)C3CC3)cc2)C1=O | 6.2% | 1.6% | -0.3% | 3.9 | 11.5 | -9.8% | 11.0% | 23.5%
O=C(CCS(=O)(=O)c1ccc(F)cc1)Nc1nc(-c2ccccn2)cs1 | 6.3% | -4.2% | -9.4% | -1.1 | -0.1 | -26.1% | 13.5% | -0.9%
Cc1ccc(NC(=O)c2noc3c2CCc2ccccc2-3)cc1 | 9.1% | -6.8% | -11.1% | 1.1 | -3.8 | 9.2% | 2.1% | -5.4%
O=C1CCC(=O)N1c1ccc(CSc2nnnn2C2CCCCC2)cc1 | 1.0% | 0.0% | 2.8% | 4.0 | 8.8 | 1.3% | 4.0% | 11.5%
Cc1nc2nc3c(cn2n1)C(=O)CCC3 | . | 9.4% | -0.3% | 3.6 | 9.2 | 23.9% | -3.0% | 0.1%
CCc1nccn1S(=O)(=O)c1cc(OC)ccc1OC | 0.3% | -15.2% | -10.8% | -6.7 | -0.6 | 8.2% | -5.2% | 1.8%
Cc1ccc(-c2nc(CS(=O)(=O)CC(=O)N3CCOCC3)c(C)o2)cc1 | 1.3% | -9.8% | -0.2% | -2.1 | -12.4 | 14.3% | 6.8% | 13.2%
O=C(O)/C=C/C(=O)N1CCN(C(c2ccccc2)c2ccccc2)CC1 | -20.0% | 29.1% | -0.7% | -7.8 | -5.4 | 11.9% | 9.3% | 5.2%
CN(C)c1ccc(-c2ccnc3c2CC(C)(C(=O)NCc2ccccc2)O3)cc1 (stereo unspecified) | 33.9% | 9.3% | ? | -8.2 | -26.9 | -14.0% | 15.7% | ?
Cc1ccc(-n2c(C)csc2=N)cc1 | ? | -4.9% | 2.2% | -5.4 | -21.1 | 6.1% | 7.8% | -19.1%
COCCCNC(=O)CSc1nc2cc3c(cc2c(=O)n1CCCCCC(=O)NCCc1ccc(OC)c(OC)c1)OCO3 | 3.9% | . | . | 2.4 | . | -7.0% | . | 5.9%
COc1cc(NC(=O)c2cc3ccc4cccnc4c3[nH]2)cc(OC)c1OC | -7.8% | . | . | 3.8 | . | -6.8% | . | 0.0%

A run of entries from the list above:
SMILES | FUS suppressor | EPAC2 antagonist | aSyn yeast inh | DRD3 agonist | DRD3 antagonist | Abeta yeast res | EPAC2 ag | TDP43 rescue
COCCCNC(=O)CSc1nc2cc3c(cc2c(=O)n1CCCCCC(=O)NCCc1ccc(OC)c(OC)c1)OCO3 | 3.9% | . | . | 2.4 | . | -7.0% | . | 5.9%
COc1cc(NC(=O)c2cc3ccc4cccnc4c3[nH]2)cc(OC)c1OC | -7.8% | . | . | 3.8 | . | -6.8% | . | 0.0%

Returning to the listing; the 2 compounds before the break are reprinted first.
SMILES | FUS suppressor | EPAC2 antagonist | aSyn yeast inh | DRD3 agonist | DRD3 antagonist | Abeta yeast res | EPAC2 ag | TDP43 rescue
COCCCNC(=O)CSc1nc2cc3c(cc2c(=O)n1CCCCCC(=O)NCCc1ccc(OC)c(OC)c1)OCO3 | 3.9% | . | . | 2.4 | . | -7.0% | . | 5.9%
COc1cc(NC(=O)c2cc3ccc4cccnc4c3[nH]2)cc(OC)c1OC | -7.8% | . | . | 3.8 | . | -6.8% | . | 0.0%
NC(=O)C1CCN(CC(=O)NC2CCCc3ccccc32)CC1 (stereo unspecified) | 11.3% | -2.0% | 0.1% | 11.1 | 12.1 | 3.6% | 4.3% | 3.0%
CN1C(=O)CC(c2ccccc2)CC1=O | -21.3% | 9.1% | -2.9% | -21.6 | 6.3 | -12.6% | 7.0% | -14.3%
COC(=O)C(CCSC)NC(=O)c1cc2c(n(-c3ccc(OC)cc3)c1=O)CC(C)(C)CC2=O (stereo unspecified) | 37.3% | . | . | -6.6 | . | -2.0% | . | 2.0%
CCCCc1nn(-c2cc(Cl)ccc2OC)c2c1C(=O)CC(C)(C)C2 | 21.0% | ? | 4.9% | 0.9 | -5.5 | -2.3% | 7.4% | 18.8%
CCN(CC)CCOC(=O)c1ccc(Nc2c3c(nc4ccccc24)CCC3)cc1 | -12.1% | . | . | -35.5 | . | -13.6% | . | 3.1%
Cc1ccc(-c2nc(CS(=O)CC(=O)NCCCN3CCN(Cc4ccccc4)CC3)c(C)o2)cc1 (stereo unspecified) | 15.9% | 19.8% | 0.1% | -13.1 | -23.7 | 6.2% | 9.5% | 0.0%
COc1ccc(CN2CCNC(=O)C2CC(=O)NCC2CCOCC2)c(C)c1C (stereo unspecified) | 9.3% | 3.2% | 6.6% | -3.0 | 13.4 | 5.4% | 4.2% | 8.4%
CC(=NNc1ccccc1)C(C)=NNc1ccccc1 | . | -19.8% | -0.6% | 4.4 | 9.3 | 9.1% | -2.0% | 9.3%
CNC(=O)C(=O)NCC1OCCN1S(=O)(=O)c1ccc(OC)c(OC)c1 (stereo unspecified) | . | 0.8% | -0.7% | 14.1 | 7.5 | -6.8% | -2.5% | 20.0%
CCC(C)[C@H](NS(=O)(=O)c1ccc(C)cc1)C(=O)N1CCC(C(=O)N[C@H](C(=O)O)c2ccccc2)CC1 (stereo partly specified) | -6.6% | -4.7% | ? | -15.0 | 11.3 | -6.7% | -4.2% | 8.9%
COc1cc2c(cc1OC)C(c1ccc(Cl)cc1)N(c1cccc(C#N)c1)C(=O)C2 (stereo unspecified) | ? | . | . | -13.1 | . | -10.9% | . | 11.5%
Nc1ccc(C(=O)Nc2nccs2)cc1 | 2.3% | -12.2% | -1.1% | -1.4 | -7.9 | -21.7% | 5.1% | -23.1%
Cc1cc(C)cc(NC(=S)NCCc2ccc(S(N)(=O)=O)cc2)c1 | -0.3% | -3.4% | 1.8% | -5.6 | -3.9 | 2.2% | 8.5% | 2.0%
CCOc1cccc(C2CC(=O)Nc3cc4c(cc32)OCCO4)c1 (stereo unspecified) | 2.6% | . | . | 0.9 | . | -2.2% | . | 0.0%
COc1ccc(NC(=O)C(NC(=O)Cc2cccs2)c2ccc(OC)cc2)cc1 (stereo unspecified) | -11.6% | . | . | -11.0 | . | -16.1% | . | -11.9%
OCC1(Cc2ccccc2)CCCN(Cc2c[nH]c3ccccc23)C1 (stereo unspecified) | 10.4% | 10.7% | 3.2% | -30.0 | -56.6* | -10.7% | -0.4% | -0.8%[0.397 µM]
COc1ccc(NC(=O)c2[nH]c(C)c(C(C)=O)c2C)cc1S(=O)(=O)Nc1ccc(Br)cc1 | -4.7% | -4.7% | -0.9% | -8.3 | -15.5 | -4.6% | 11.0% | -17.4%
CCN(C(=O)c1cc2c(=O)[nH]c3ccc(C)cc3c2s1)c1cccc(C)c1 | 2.4% | -3.7% | 2.7% | 6.8 | 9.2 | -6.3% | -10.6% | 12.7%
COc1ccc(-n2c(SCC(=O)Nc3cc(C)cc(C)c3)nc3c(oc4ccccc43)c2=O)cc1 | 25.2% | . | . | 9.7 | . | -5.5% | . | 26.2%
CN(C(=O)COC(=O)COc1ccccc1F)C1CCS(=O)(=O)C1 (stereo unspecified) | -3.4% | 0.0% | -0.1% | 4.6 | -5.1 | 8.0% | 6.7% | -3.5%
COc1cc(CNc2ncn[nH]2)ccc1OCC(=O)NC(C)(C)C | -3.8% | 12.9% | 9.0% | 1.9 | 5.5 | -7.7% | 0.4% | 7.6%
COc1ccc(-c2c(-c3cc(OC)cc(OC)c3)n(C)c3ccc(-c4cc(F)cc(OC)c4)cc23)cc1 | -20.5% | -4.4% | -0.3% | -1.9 | -1.0 | -9.4% | 3.4% | -9.2%
CCOC(=O)c1c(SC)[nH]c2c(Cl)cccc2c1=O | 12.5% | -1.9% | -3.0% | 9.1 | -11.0 | 16.2% | 12.8% | 4.8%
O=C1NC2=C(C(=O)CCC2)C(c2ccccc2)N1 (stereo unspecified) | 8.4% | 1.8% | 0.0% | 4.9 | 7.2 | 4.3% | 13.6% | -7.3%
CCOc1cc(C(=O)Oc2cc(C)[nH]c(=O)c2[N+](=O)[O-])cc(OCC)c1OCC | 8.4% | 9.7% | -4.5% | 2.7 | 5.6 | -5.9% | 0.6% | 7.9%
CCOC(=O)C(Cc1c[nH]c2ccccc12)NC(=O)COc1ccc(CC)cc1 (stereo unspecified) | 39.9% | . | . | 7.3 | . | 15.5% | . | 6.4%

Screening data as filed in PubChem.
